Assay outcomes (PubChem BioAssay)
GRIN3A LBD mod – modulators (binders) of human NR3A ligand-binding domain; NR3A LBD differential scanning fluorimetry, Tm shift; 0% = protein alone, 100% = glycine-bound protein; 2.5% of 340,000 active; AID 1259313; Tm shift relative to glycine control, % at 25 µM;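 active means melting temperature shift of at least 10% of the positive control shift, at one fixed dose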
Gli-Sufu antag – blocks Gli-Sufu signaling in a luciferase reporter; Sufu-KO-LIGHT fibroblasts, Gli luciferase reporter luminescence; inhibition, % at 5 µM; 0.74% of 340,000 active; AID 588413;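 active means inhibition above about 55%, limit read from the data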;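 further: 0% = DMSO-treated cells and 100% = wells with medium but no cells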
CXCR6 block – inhibitors of human CXCR6 receptor; AID 602244; inhibition, % at 20 µM; CHO-K1 PathHunter CXCR6 beta-arrestin, luminescence; O00574; 0.36% of 360,000 active; in the data active means inhibition above about 34%, passing the limit was not always enough;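 further: antagonist mode with CXCL16 agonist at 10 nM final; 0% = 10 nM CXCL16 with DMSO and 100% = unstimulated wells without agonist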
CCR6 antagonist – CCR6 (human) receptor antagonism; P51684; CHO-K1 CCR6 PathHunter beta-arrestin, luminescence, CCL20-stimulated; inhibition, % at 20 µM; 0.49% of 340,000 active; AID 493098;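 active means compounds whose inhibition of the agonist-driven luminescence signal at 20 µM reaches about 50%, limit read from the data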;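 further: cells stimulated with CCL20 at 14 nM final; plate controls were DMSO with CCL20 for no effect and DMSO without agonist for full effect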
Target sequence (P51684 whole entry, looked up): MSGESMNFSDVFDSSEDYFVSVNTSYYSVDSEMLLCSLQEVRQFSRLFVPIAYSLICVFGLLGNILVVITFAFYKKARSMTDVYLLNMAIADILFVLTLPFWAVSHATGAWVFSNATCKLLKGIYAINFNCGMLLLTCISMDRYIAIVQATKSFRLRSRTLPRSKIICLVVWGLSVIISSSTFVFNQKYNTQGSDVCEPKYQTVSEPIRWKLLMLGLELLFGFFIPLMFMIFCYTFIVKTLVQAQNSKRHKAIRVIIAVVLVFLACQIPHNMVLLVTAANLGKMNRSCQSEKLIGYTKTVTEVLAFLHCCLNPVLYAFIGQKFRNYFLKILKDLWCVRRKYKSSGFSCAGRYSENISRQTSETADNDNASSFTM
MPTP block – permeability transition pore inhibition; inhibition, % at 10 µM; 1.4% of 360,000 active; isolated mouse mitochondria, Ca2+ swelling absorbance, 30 min; AID 602449;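 active means inhibition of 50% or more, scaled per plate between neutral and stimulator controls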;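 further: 0% = DMSO wells given calcium and 100% = 1 mM EGTA wells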
A3A deaminase – blocks human APOBEC3A ssDNA deamination; inhibition, % at 20 µM; AID 493011; recombinant A3A, FAM/TAMRA ssDNA deamination fluorescence; 0.41% of 330,000 active;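 active means at least 40% inhibition at 20 µM here, with at most 30% in a related deaminase screen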;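 further: plate controls were A3A with DMSO for no effect and wells lacking A3A enzyme for full effect; some results filed as inactive read as strong as hits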
Target sequence (P31941 whole entry, looked up): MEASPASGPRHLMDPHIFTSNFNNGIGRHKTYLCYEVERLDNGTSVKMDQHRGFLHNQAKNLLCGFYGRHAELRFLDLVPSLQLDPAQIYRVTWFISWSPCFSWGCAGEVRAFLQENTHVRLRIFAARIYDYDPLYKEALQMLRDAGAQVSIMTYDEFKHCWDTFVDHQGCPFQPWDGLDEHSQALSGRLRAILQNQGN
EBI2 block – antagonists of human EBI2 receptor; EBI2 beta-arrestin recruitment, luminescence, 7a,25-OHC stimulated; 0.81% of 360,000 active; P32249; inhibition, % at 5 µM; in the data active means inhibition above about 38%;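 further: enzyme fragment complementation signal reports receptor beta-arrestin coupling in cells; 0% = agonist plus DMSO wells and 100% = wells without agonist; some results beyond the cut were filed as inactive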
APOBEC3G inh – APOBEC3G (human) deaminase inhibition; Q9HC16; recombinant A3G, ssDNA deamination FAM/TAMRA fluorescence; inhibition, % at 20 µM; 0.28% of 330,000 active; AID 493012;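 active means inhibition of at least 40% at 20 µM, with no more than 30% in the related APOBEC3A deaminase screen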;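 further: plate controls were DMSO wells with A3G for no effect and wells lacking A3G enzyme for full effect; some compounds called inactive have numbers as strong as hits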
Target sequence (Q9HC16 whole entry, looked up): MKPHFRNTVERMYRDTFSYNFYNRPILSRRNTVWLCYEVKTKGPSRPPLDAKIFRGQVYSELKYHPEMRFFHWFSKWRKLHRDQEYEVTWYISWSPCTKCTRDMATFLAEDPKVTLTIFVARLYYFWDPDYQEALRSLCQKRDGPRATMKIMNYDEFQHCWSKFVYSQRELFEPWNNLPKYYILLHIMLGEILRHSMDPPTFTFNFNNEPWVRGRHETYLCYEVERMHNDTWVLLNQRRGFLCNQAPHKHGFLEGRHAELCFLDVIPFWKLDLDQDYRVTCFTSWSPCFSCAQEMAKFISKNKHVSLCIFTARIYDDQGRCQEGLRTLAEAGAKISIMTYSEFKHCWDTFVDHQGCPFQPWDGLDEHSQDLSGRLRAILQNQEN
Active calls of the source: *; . = no result given.

Letters: A = GRIN3A LBD mod; B = Gli-Sufu antag; C = CXCR6 block; D = CCR6 antagonist; E = MPTP block; F = A3A deaminase; G = EBI2 block; H = APOBEC3G inh
1: Cc1nonc1C1CCCN1Cc1nc(-c2ccccc2Cl)oc1C (centres undefined)
  A = 1	B = 11	C = 6	D = 11	E = 4.1	F = -1	G = 1	H = -8

2: CC(=O)NC(CC(=O)Nc1ccc(S(=O)(=O)NC2=NCCCCC2)cc1)c1ccccc1 (centres undefined)
  A = 0	B = -7	C = 7	D = -1	E = -0.7	F = 6	G = -12	H = -10

3: O=C(O)c1ccccc1N/N=C/c1cc(Br)cc(Br)c1O
  A = 2	B = -100	C = 5	D = 15	E = 48	F = 3	G = 2	H = -4

4: O=C(Cc1ccc([N+](=O)[O-])cc1)N1CCN(c2ccc([N+](=O)[O-])cc2)CC1
  A = 2	B = 46	C = -3	D = 16	E = 0.5	F = -2	G = 19	H = -3

5: O=C(CNCc1ccco1)Nc1cc(S(=O)(=O)N2CCOCC2)ccc1N1CCCC1
  A = 0	B = 9	C = 7	D = 2	E = 1.3	F = -8	G = -9	H = -6

6: COc1ccccc1CNC(=O)CSCc1cnn(-c2ccccc2)c1-n1cccc1
  A = 5	B = 9	C = 2	D = -2	E = 18	F = -5	G = 12	H = -11

7: Cc1c(NC(=O)c2cccc(NC(=O)COc3ccccc3)c2)c(=O)n(-c2ccccc2)n1C
  A = 0	B = 1	C = -5	D = 8	E = -1.4	F = 4	G = -9	H = 6

8: COc1ccc(C(=O)NCC2(c3ccccc3)CCOCC2)cc1[N+](=O)[O-]
  A = 0	B = -3	C = -5	D = 9	E = -1.1	F = -1	G = -9	H = -4

9: O=C(O)CN(c1ccccc1F)S(=O)(=O)c1ccccc1
  A = 2	B = -6	C = -6	D = -12	E = 1.0	F = 1	G = -6	H = -7

10: COc1cc(C=O)ccc1OS(=O)(=O)c1ccc(NC(C)=O)cc1
  A = -2	B = 8	C = -6	D = 2	E = -1.7	F = -4	G = -10	H = -2

11: CCN(CC)CCN1C(=O)C2C(C(=O)Nc3ccc(C(C)C)cc3)C3C=CC2(O3)C1C(=O)NC1CCCCC1 (centres undefined)
  A = 0	B = 21	C = -2	D = 5	E = 0.5	F = -2	G = -8	H = -7

12: COc1ccc(NC(=S)NCC(c2cccnc2)N2CCOCC2)cc1 (centres undefined)
  A = 0	B = 3	C = 11	D = 4	E = -1.7	F = -4	G = -10	H = -6

13: O=C(CCc1nc2cccnc2n1Cc1ccccc1)NCCc1ccc(Cl)cc1
  A = 11*	B = -5	C = -3	D = -3	E = 0.5	F = -1	G = 11	H = -5

14: COC(=O)c1ccc(C2/C(=C(\O)c3ccc4c(c3)OCCO4)C(=O)C(=O)N2CCCN(C)C)cc1 (centres undefined)
  A = 0	B = -2	C = 5	D = -1	E = 1.9	F = -3	G = -3	H = -6

15: CCCNC(=O)C(Cc1ccc(I)cc1)NC(=O)c1ccc2ccccc2n1 (centres undefined)
  A = 3	B = 2	C = 12	D = 20	E = 0.8	F = -4	G = 10	H = -10

16: Cn1c(=O)c2cc(S(=O)(=O)NC(Cc3ccccc3)C(=O)NCc3ccco3)ccc2n(C)c1=O (centres undefined)
  A = 0	B = 4	C = -20	D = -1	E = -1.6	F = -1	G = -5	H = -1

17: COc1ccc(-c2csc3nc(-c4ccccc4F)oc(=O)c23)cc1OC
  A = -1	B = 18	C = 18	D = 7	E = -0.2	F = 0	G = 31	H = 2

18: COc1ccc(NC(=O)C2CCCC2)cn1
  A = -2	B = -12	C = -1	D = 18	E = 1.1	F = 3	G = -6	H = -1

19: C/C(CC(=O)Nc1ccc([N+](=O)[O-])cc1)=N/NC(=O)C1CC12CCC2 (centres undefined)
  A = -1	B = -1	C = 0	D = -7	E = -0.6	F = 3	G = 7	H = 4

20: CCn1c(SC(C)C(=O)Nc2ccc(N3CCOCC3)cc2)nnc1-c1ccco1 (centres undefined)
  A = .	B = 12	C = 5	D = 6	E = -2.7	F = -5	G = 9	H = -5

21: CCOC(=O)c1sc2nc(C)nc(SC(C)C(=O)NC3CC3)c2c1C (centres undefined)
  A = 1	B = 7	C = 7	D = 13	E = 0.1	F = -4	G = 5	H = -11

22: O=C(NN=Cc1cccc2ccccc12)C(=O)NN=Cc1cccc2ccccc12
  A = 0	B = 3	C = -3	D = -18	E = -0.3	F = .	G = -10	H = .

23: Cc1ccc(C(=O)NCCNC(=O)COc2ccc(C)c(C)c2)cn1
  A = 1	B = -5	C = 0	D = 17	E = -0.4	F = -1	G = 3	H = -9

24: COC(=O)C1=C(C)N(c2cc(Cl)cc(Cl)c2)C(=O)C1
  A = 0	B = 6	C = 4	D = 14	E = -0.5	F = -3	G = -1	H = -3

25: CCOC(=O)C1=C2N(C)c3ccccc3N2CCC1=O
  A = -1	B = -5	C = -5	D = -16	E = -1.5	F = -5	G = -5	H = -8

Additional records follow.
Letters: A = GRIN3A LBD mod; B = Gli-Sufu antag; C = CXCR6 block; D = CCR6 antagonist; E = MPTP block; F = A3A deaminase; G = EBI2 block; H = APOBEC3G inh
26: O=C(c1cccc(Cl)c1Cl)N1CCN(c2ccccn2)CC1
  A = 3	B = 2	C = -7	D = 5	E = -2.9	F = 0	G = 0	H = -4

27: CCN(CC)CCn1c(-c2ccccc2)nc(=S)c2c1CC(C)(C)OC2
  A = -2	B = 4	C = -2	D = 1	E = 1.2	F = -5	G = 6	H = -4

28: CC(O)CCC(=O)NNC1CC(=O)N(c2ccccc2)C1=O (centres undefined)
  A = 1	B = -3	C = -3	D = 9	E = 1.0	F = -3	G = -3	H = -3

29: Cc1cc2n(n1)SC(Nc1ccc(F)cc1)N2 (centres undefined)
  A = 1	B = -9	C = 1	D = 7	E = -0.9	F = 0	G = -3	H = 19

30: CCN(CC)S(=O)(=O)c1ccc2c(c1)oc(=O)n2CC(=O)N(C)C1CCCCC1
  A = 1	B = 21	C = -4	D = 12	E = -0.4	F = 0	G = -6	H = -7

31: COc1ccc(NC(=O)NCc2cccn2C)c(OC)c1
  A = -1	B = -17	C = 6	D = 12	E = 1.1	F = -2	G = 4	H = -1

32: Nc1nc(-c2ccc(Br)cc2)cc(C(F)(F)F)n1
  A = 0	B = -12	C = -6	D = 4	E = 2.3	F = -1	G = 3	H = -3

33: N#CCCn1cc(C(=O)N2CCCCC2)c(-c2cccc([N+](=O)[O-])c2)n1
  A = -1	B = 9	C = 4	D = 5	E = -1.9	F = 4	G = -8	H = -2

34: COc1ccc(NC(=O)/C=C/c2cc(Br)ccc2OC)cc1
  A = 15*	B = -8	C = 15	D = 19	E = -0.4	F = -2	G = 15	H = 4

35: CCOC(=O)c1cc(NC(=O)Nc2ccc(Br)cc2)c(C)nc1C
  A = 6	B = 7	C = -18	D = 2	E = 74*	F = 1	G = 5	H = 0

36: CCCC(=O)Nc1nnc(-c2cccc(OCC)c2)s1
  A = 0	B = -24	C = 6	D = -4	E = 1.4	F = 4	G = -6	H = 0

37: N=c1c2c(-c3ccccc3)c(-c3ccccc3)oc2ncn1CCCN1CCOCC1
  A = -3	B = 10	C = 3	D = 27	E = 0.3	F = -4	G = 12	H = -6

38: O=C(NCCN1CCOCC1)c1c(O)nc2sccn2c1=O
  A = 0	B = -7	C = 0	D = -2	E = -1.5	F = -2	G = 7	H = -3

39: COc1ccccc1S(=O)(=O)CC(O)COc1ccccc1Cl (centres undefined)
  A = -2	B = -3	C = 0	D = 6	E = 2.3	F = -1	G = 7	H = -7

40: NS(=O)(=O)c1ccc(CCNCc2cccnc2)cc1
  A = -4	B = -3	C = -2	D = -4	E = 0.3	F = -7	G = 8	H = -6

41: O=S(=O)(Nc1ccc2c(c1)OCCO2)c1c(F)cccc1F
  A = 0	B = -2	C = 4	D = -4	E = -0.8	F = -2	G = -7	H = -9

42: CSc1nc2ccsc2c(=O)n1-c1cccnc1
  A = 4	B = 15	C = 9	D = 12	E = -1.6	F = -4	G = -1	H = -6

43: Cc1ccc(N=Cc2nc(/C=C/c3cccc([N+](=O)[O-])c3)oc2O)cc1
  A = 5	B = 1	C = 10	D = 4	E = 3.4	F = -6	G = 4	H = -6

44: CN(C)C(=O)N1CCC(C(=O)NCc2cccs2)CC1
  A = -4	B = -4	C = -5	D = 5	E = -1.4	F = -3	G = 4	H = -6

45: O=C(O)CCN1CC2([N+](=O)[O-])C=CC(=O)C([N+](=O)[O-])(C1)C2CC(=O)c1ccccc1 (centres undefined)
  A = -2	B = -6	C = 1	D = -3	E = -0.3	F = 20	G = 2	H = 9

46: COc1ccc(CCNC(=O)C(=O)NCc2ccccc2)cc1OC
  A = 5	B = 4	C = -5	D = 13	E = -1.6	F = 1	G = 8	H = -2

47: COc1ccc(C(=O)Cn2c(Br)nc3c2c(=O)n(C)c(=O)n3C)cc1
  A = -1	B = 6	C = -6	D = 14	E = -1.1	F = 0	G = -11	H = -6

48: Cc1ccc(S(=O)(=O)N(C)CC(=O)Nc2ccccc2N2CCCC2)cc1
  A = -2	B = 8	C = 6	D = 3	E = 0.5	F = 0	G = 15	H = -7

49: COc1ccc(NC(=O)c2cccs2)cc1OC
  A = -2	B = -8	C = -1	D = -5	E = 0.2	F = 1	G = -2	H = -4

50: Cc1oc2c(O)c(O)ccc2c(=O)c1-c1ccccc1
  A = 7	B = 5	C = -4	D = 1	E = -0.7	F = -1	G = -9	H = 13

Complete entries, quoted from the list. Values in the order: GRIN3A LBD mod	Gli-Sufu antag	CXCR6 block	CCR6 antagonist	MPTP block	A3A deaminase	EBI2 block	APOBEC3G inh
CCOC(=O)c1sc2nc(C)nc(SC(C)C(=O)NC3CC3)c2c1C (centres undefined) reads 1	7	7	13	0.1	-4	5	-11
O=S(=O)(Nc1ccc2c(c1)OCCO2)c1c(F)cccc1F reads 0	-2	4	-4	-0.8	-2	-7	-9

Next part
Letters: A = GRIN3A LBD mod; B = Gli-Sufu antag; C = CXCR6 block; D = CCR6 antagonist; E = MPTP block; F = A3A deaminase; G = EBI2 block; H = APOBEC3G inh
51: C[C@H](NC(=O)c1ccccc1Cl)C(=O)OCCOc1cccc(Cl)c1
  A = 0	B = -5	C = 10	D = 7	E = -0.2	F = -3	G = -3	H = -7

52: CCOc1ccc(N2C(=O)CC(N3CCN(C(=O)c4ccco4)CC3)C2=O)cc1 (centres undefined)
  A = 1	B = 1	C = -3	D = -8	E = -0.3	F = -2	G = -3	H = -5

53: CCN(CC)CCN(Cc1cc2cc3c(cc2[nH]c1=O)OCO3)C(=S)NCCCN(C)C
  A = 0	B = 2	C = 3	D = 8	E = 0.2	F = -6	G = -6	H = -5

54: Clc1cc(Cl)c2nc(N3CCCC3)sc2c1
  A = 3	B = -28	C = -2	D = -5	E = -0.9	F = 0	G = -3	H = -8

55: Cc1nc2nc(SCC(=O)O)nn2c(C)c1Cc1c(F)cccc1Cl
  A = 2	B = -5	C = -11	D = 9	E = -0.7	F = -2	G = 2	H = -12

56: Cc1cccc(OC(=O)CCN2C(=O)C3C4C=CC(C5CC45)C3C2=O)c1C (centres undefined)
  A = 0	B = -6	C = -1	D = 3	E = 0.5	F = -2	G = -10	H = -3

57: CCOc1ccccc1N(CC(=O)NCCSc1ccccc1)S(C)(=O)=O
  A = -1	B = 0	C = -1	D = -11	E = -1.6	F = -4	G = 36	H = -6

58: Cc1cc(C(=O)NNC(=O)c2ccc(C)s2)c(C)o1
  A = 2	B = -8	C = 2	D = 3	E = 0.0	F = -2	G = -3	H = -8

Values in list order from above.
Entries 47 to 51 in A3A deaminase read 0, 0, 1, -1, -3
Entries 47 to 51 in MPTP block read -1.1, 0.5, 0.2, -0.7, -0.2
Entries 47 to 51 in CXCR6 block read -6, 6, -1, -4, 10

Not a hit list; about 5.8% have a hit in one of these screens.
